# GAA glycogen: alters human alpha-glucosidase cleavage of glycogen | Potency, µM (doses to about 76.4 µM), for the others: at the top dose activity change, negative = inhibition, actives largely listed as inhibitors | hit rate 0.38% among 300,000 | recombinant GAA, glycogen substrate, Amplex Red glucose oxidase fluorescence; active = well fitted inhibition curve with a large enough effect; inconclusive = small, poorly fitted or top-dose-only effect, or another doubt; inactive = no such curve, though single readings can be large or run the other way;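 also: 0% = full enzyme reaction and -100% = no-enzyme basal signal; the screen sought inhibitors and activators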
#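 Recombinant human alpha-glucosidase (4 nM final) hydrolysed bovine liver glycogen (30 ug) for 40 min at 37 C in pH 5.0 citrate/phosphate with 0.01% Tween-20. Released glucose detected by glucose oxidase/Amplex Red, Ex 573/Em 610 nm. Compounds up to 77 uM; AC50 from Hill fits.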
# An asterisk follows results filed as active; ? = inconclusive; & = joins results of further samples; [ ] = dose if it differs, or a comment. Potency is read from the fitted curve at half-maximal effect. Not all compounds are listed (hit frequency here may not be typical).
molecule	GAA glycogen
COc1ccccc1CNC(=O)C1CCC(CNS(=O)(=O)c2ccc(C)cc2)CC1 (stereo not drawn)	0%
Cc1csc(NC(=O)c2ccc(Cn3nc(C)c(Br)c3C)o2)n1	-10%
CCCCNC(=O)C1=CC(c2ccc3c(c2)OCO3)=NS(=O)(=O)N1C	1%[76.3 µM]
O=C(NCCN1CCCCC1)c1ccc(/C=N/O)nc1	13%[76.3 µM]
CC(Oc1ccccc1[N+](=O)[O-])C(=O)N/N=C/c1ccoc1 (stereo not drawn)	-8%[76.3 µM]
COc1ccc(CCN(C)C(=O)Cn2c(=O)oc3ccccc32)cc1OC	-1%
O=C(Nc1cccc2ccccc12)c1cccc([N+](=O)[O-])c1	1%
Cc1ccc(CNC(=O)CN(c2ccc(Cl)cc2)S(C)(=O)=O)cc1	2%[76.3 µM]
Cc1c(CN2CCN(C)C(CCO)C2)[nH]c2c(Cl)cccc12 (stereo not drawn)	-2%[76.3 µM]
CSc1ncc(Cl)c(C(=O)Nc2nc3ccc(F)cc3s2)n1	-6%[76.3 µM]
CCOC(=O)c1ccc(NC(=O)CCn2c(=O)c3cccn3c3cccnc32)cc1	-12%[76.3 µM]
Cc1ccc(SCc2ccc(C(=O)Nc3nccs3)o2)cc1	3%[76.3 µM]
CC1(C)C2CCC1(CS(=O)(=O)NCc1ccc(S(N)(=O)=O)cc1)C(=O)C2 (stereo not drawn)	-3%[76.3 µM]
CCc1cccc(CC)c1NC(=O)c1ccc2c(c1)CCN2S(=O)(=O)c1ccccc1	0%[76.3 µM]
CCc1noc(C)c1C(=O)N1CCN(S(=O)(=O)c2cc(C)ccc2C)CC1	0%[76.3 µM]
COc1cccc(CNc2ccc3c(c2)nc(C)n3C)c1OC	-10%[76.3 µM]
CC(=O)c1[nH]c(C)c(C(=O)NCCc2ccc(C)cc2)c1C	-16%[76.3 µM]
O=C(Nc1cccc(-c2cscn2)c1)C1CCN(Cc2ccccn2)CC1	-10%[76.3 µM]
COc1ccc(C(=O)N2CCN(C)C(=O)[C@@H]2C)cc1OC1CCN(C(C)=O)CC1	-8%[76.3 µM]
O=C(c1ccc(CS(=O)c2ccccc2Cl)o1)N1CCN(c2cccc(C(F)(F)F)c2)CC1 (stereo not drawn)	?
Cc1ccccc1N1CCN(C2CCCN(C(=O)CCC(F)(F)F)C2)CC1 (stereo not drawn)	-5%[76.3 µM]
CC#CC(=O)N1CCC(C(=O)Nc2ccc(Oc3ccccc3)nc2)CC1	-1%[76.3 µM]
O=C(c1ccc(NC2=NC3CS(=O)(=O)CC3S2)cc1)N1CCN(c2ccc([N+](=O)[O-])cc2)CC1 (stereo not drawn)	-1%[76.3 µM]
Cc1ccc(-n2nc3c(=O)n(CC(=O)NC4CCCCCC4)nc(C)c3c2C)cc1	3%[76.3 µM]
Cc1cccc(-c2nnc(NC(=O)c3ccco3)s2)c1	-3%[76.3 µM]
Cc1ccc(NC(=O)CCc2nc3cccnc3n2-c2ccccc2)cc1Cl	-5%[76.3 µM]
CCN(CC(=O)Nc1cccc(F)c1)CC(=O)Nc1ccccc1OC	-4%
Cc1c(CCC(=O)N2CCC(C(=O)O)CC2)c(=O)oc2cc3oc4c(c3cc12)CCCC4	-5%[76.3 µM]
Cc1ccc(C(=O)c2coc3ccc(O)cc23)cc1	-4%
CN1CC(=O)Nc2ccc([N+](=O)[O-])cc2C1=O	5%[76.3 µM]
CC(=O)c1ccccc1NC(=O)CCNC(=O)c1ccco1	2%
Cc1ccn(CC(=O)N2CCCC(N3CCN(c4ccc(F)cc4)CC3)C2)n1 (stereo not drawn)	-7%[76.3 µM]
COc1ccc(C(=O)Nc2cc3c(cc2N2CCOCC2)n(C)c(=O)n3C)cc1OC	-3%[76.3 µM]
Cc1ccc2c(c1)c(=O)c(S(=O)(=O)c1ccc(F)cc1)cn2CC(=O)Nc1ccc2c(c1)OCO2	-6%[76.3 µM]
Cc1cc(C)c(Cn2c3ccccc3c3cnn(CC(=O)NCc4ccc(Cl)cc4)c(=O)c32)c(C)c1	-13%[76.3 µM]
CC1(c2ccc3ccccc3c2)NC(=O)N(CC(N)=O)C1=O (stereo not drawn)	7%
COc1ccc(S(=O)(=O)NC(C)C(=O)N2CCCCCC2)cc1 (stereo not drawn)	2%
CC(C)C[C@H](NC(=O)[C@@H](Cc1ccccc1)n1c(=O)[nH]c2ccccc2c1=O)C(=O)N[C@@H](Cc1ccccc1)C(=O)O	-6%[76.3 µM]
O=C(/C=C/c1c(F)cccc1Cl)Nc1ccc(S(=O)(=O)Nc2ncccn2)cc1	0%[76.3 µM]
O=C(CCC(=O)N1CCN(c2ccc(F)cc2)CC1)c1ccccc1	-9%[76.3 µM]
CC(=O)Nc1nc(NCc2ccccc2Cl)n(-c2ccccc2)n1	-2%
O=C(c1ccco1)N1N=C(c2cccs2)CC1c1cc([N+](=O)[O-])ccc1O (stereo not drawn)	-12%[76.3 µM]
Cc1ccccc1OCC(=O)NNC(=O)c1cc(S(=O)(=O)N(C)C)ccc1N1CCCC1	-1%[76.3 µM]
CCS(=O)(=O)c1ncc(N(Cc2cccc(F)c2)Cc2ccco2)c(C(=O)Nc2ccccc2Cl)n1	-14%[76.3 µM]
CCOc1ccc(CCNS(=O)(=O)c2ccc3c(c2)NC(=O)CO3)cc1OCC	-4%[76.3 µM]
N#Cc1cccc(Nc2c3c(nc4ccccc24)CCC3)c1	-7%
O=C(NC(=S)Nc1cccnc1Cl)c1ccc(Cl)cc1	-15%
Cc1ccc(-n2nnnc2SCC(=O)Nc2ccc(N3CCN(C)CC3)cc2)c(C)c1	-8%[76.3 µM]
CSc1ccc(CCNC(=O)CN2C(=O)COc3ccc(S(=O)(=O)N4CCCC4)cc32)cc1	-4%[76.3 µM]
COc1ccc(NC(=O)CSc2nc(-c3ccc(OC)cc3)[nH]c2-c2ccc(OC)cc2)cc1	13%[76.3 µM]
O=C(Cc1nc2ccccc2[nH]1)c1ccc(Cl)cc1	4%
OC(CN1CCN(c2ccccc2F)CC1)c1ccc(F)cc1 (stereo not drawn)	-7%
Fc1ccccc1CNC(=S)NC1CCCCC1	1%[76.3 µM]
CCN(CC)CCN(C(=O)c1ccc(C(=O)OC)cc1)c1nc2ccc(Cl)cc2s1	-4%[76.3 µM]
Cc1c(S(=O)(=O)Nc2ccc(Br)cc2)c(=O)n(C)c(=O)n1C	23%[76.3 µM]
O=[N+]([O-])c1ccc(CS(=O)(=O)N2CCN(c3ccccc3)CC2)cc1	-2%
CCS(=O)(=O)c1ccc2oc(Nc3ccccc3Cl)nc2c1	-13%
CCCN1CCN(CCCNC(=O)Cn2c(-c3cccs3)cc3ccccc32)CC1	10%[76.3 µM]
Cc1ccc(S(=O)(=O)Cc2ccc(C(=O)N3CCCCC3C)cc2)cc1 (stereo not drawn)	-1%[76.3 µM]
COc1ccc(CCNC(=O)C2(C)CCC(=O)N2Cc2ccc(F)cc2Cl)cc1OC (stereo not drawn)	-3%

# Part of the list above, with values ahead of the structure:
GAA glycogen	compound
-8%[76.3 µM]	Cc1ccc(-n2nnnc2SCC(=O)Nc2ccc(N3CCN(C)CC3)cc2)c(C)c1
1%[76.3 µM]	Fc1ccccc1CNC(=S)NC1CCCCC1
-2%	CC(=O)Nc1nc(NCc2ccccc2Cl)n(-c2ccccc2)n1
0%[76.3 µM]	O=C(/C=C/c1c(F)cccc1Cl)Nc1ccc(S(=O)(=O)Nc2ncccn2)cc1
-9%[76.3 µM]	O=C(CCC(=O)N1CCN(c2ccc(F)cc2)CC1)c1ccccc1
-7%	N#Cc1cccc(Nc2c3c(nc4ccccc24)CCC3)c1
-3%[76.3 µM]	COc1ccc(C(=O)Nc2cc3c(cc2N2CCOCC2)n(C)c(=O)n3C)cc1OC

# Other compounds:
molecule	GAA glycogen
O=C(O)c1cccc(Nc2ncnc3scc(-c4ccccc4)c23)c1	14%[76.3 µM]
COc1ccc(C(=O)N(C)Cc2ccon2)cc1OC1CCN(C(C)C)CC1	-4%[76.3 µM]
O=C(NCCCNC(=O)c1ccccn1)c1ccc(Cl)cc1	-3%
C/C(=N\OCC(=O)OC(C)C(=O)Nc1ccc(C(N)=O)cc1)c1ccc2c(c1)OCO2 (stereo not drawn)	-3%[76.3 µM]
COC(=O)c1ccc(/C=C2/C(=O)Oc3ccccc32)cc1	4%
Cc1ccc(-c2nnc(COC(=O)c3cccs3)o2)cc1	4%[76.3 µM]
Cc1ccc(C)c(N(CC(=O)NC2CCCCC2)C(=O)c2snc(C(N)=O)c2N)c1	-1%
O=C(Cc1ccccc1F)OCN1C(=O)c2ccccc2C1=O	-9%[76.3 µM]
CCOc1ccc(N(CC(=O)Nc2cc(OC)cc(OC)c2)S(=O)(=O)c2c(C)[nH]c(=O)[nH]c2=O)cc1	-22%&4%[76.3 µM]
CC/C(=N\NC(=O)C1CCCC1)c1ccc(Br)cc1	0%[76.3 µM]
COc1cccc(CNS(=O)(=O)c2c(C)nc3sccn3c2=O)c1	28%[76.3 µM]
CCc1nn(CC(=O)Nc2ccc(NC(C)=O)cc2)c(=O)c2cc3sccc3n12	-11%[76.3 µM]
CC1=C(C(=O)Nc2cccnc2)C(c2ccccc2)n2nc(SCc3ccccc3F)nc2N1 (stereo not drawn)	1%[76.3 µM]
CN(Cc1cccc(F)c1)C(=O)CNS(=O)(=O)c1ccc2ccccc2c1	7%[76.3 µM]
CC(C)CCn1c(=O)c2sccc2n2c(CCCC(=O)N3CCN(c4ccccn4)CC3)nnc12	-5%[76.3 µM]
COc1ccc(N(C(=O)c2snc(C(N)=O)c2N)C(C(=O)NCc2ccccc2)c2ccc(O)cc2)cc1 (stereo not drawn)	0%[76.3 µM]
O=C(O)c1cccc(NC(=O)c2cn(-c3ccccc3)nc2-c2ccc([N+](=O)[O-])cc2)c1	2%[76.3 µM]
Cn1c2ccccc2c2cnn(CC(=O)Nc3ccccc3F)c(=O)c21	-3%[76.3 µM]
COc1ccc(OC)c(/C=C2\Oc3cc(OCC(=O)N4CC(O)C[C@H]4C(=O)O)ccc3C2=O)c1 (stereo partly drawn)	-17%[76.3 µM]
Cc1cc(C)c(CSc2nnnn2-c2ccc(C(=O)O)cc2)c(C)c1	4%
Cc1cccc(C(=O)C2CCN(S(=O)(=O)c3ccc(C(=O)O)cc3)CC2)c1	-21%
COc1ccc(CCNC(=O)CCc2c(C)nc3c(c(C)nn3-c3ccc(C)c(C)c3)c2C)c(OC)c1OC	17%[76.3 µM]
COc1cc2c(cc1NC(=O)COc1cc(C)cc(C)c1)oc1ccccc12	15%[76.3 µM]
COc1cc2c(cc1OC)CN(CC(=O)Nc1ccc(F)cc1)CC2	-1%
CCC(=O)Nc1c2c(nn1-c1ccc(F)cc1)CS(=O)(=O)C2	-6%
O=S(=O)(c1cnccc1N1CCN(CCO)CC1)N1CCCCC1	-5%[76.3 µM]
CC1CCC(CN2C(Nc3ccccc3)=NC[C@@H]2C)CC1 (stereo partly drawn)	-2%[76.3 µM]
O=C(COc1ccccc1)NC1CCCCCCC1	-5%[76.3 µM]
CCc1ccc(C(=O)c2cn(CC(=O)Nc3ccc(F)c(F)c3)c3cc(OC)c(OC)cc3c2=O)cc1	1%[76.3 µM]
COc1ccccc1N1CCN(S(=O)(=O)c2ccc(-c3ccc(=O)[nH]n3)o2)CC1	10%[76.3 µM]
O=C1OC(C(=O)Nc2ccc(Cl)c(C(F)(F)F)c2)Cc2ccccc21 (stereo not drawn)	-8%[76.3 µM]
O=C(Nc1ccc(F)cc1)c1ccc(CN2CCc3ccccc3C2)cc1	8%[76.3 µM]
Cc1ccc(S(=O)(=O)N2CCCC(C)C2)cc1 (stereo not drawn)	9%[76.3 µM]
CCOC(=O)c1c(C)[nH]c(C(=O)N/N=C/c2ccc(OC)c(OC)c2)c1C	3%[76.3 µM]
CCn1cc(/C=C(\NC(=O)c2ccc(OC)c(OC)c2)C(=O)NCCN2CCOCC2)c2ccccc21	6%[76.3 µM]
Cc1ccc(C(=O)NCCNC(=O)c2ccc(C)o2)o1	-1%[76.3 µM]
COc1cccc(OCCn2cc(C=O)c3ccccc32)c1	-16%[76.3 µM]
C[C@H](NC(=O)N1CCn2c1nc1ccccc12)C(=O)NCCc1ccccc1	-4%[76.3 µM]
CCCn1c(SCC(O)c2cccc(OC)c2)nc2ccccc21 (stereo not drawn)	1%[76.3 µM]
Cc1cc(C)c(S(=O)(=O)/N=C2\C=C(Nc3ccc(C(=O)O)cc3)C(=O)c3ccccc32)c(C)c1	4%
Cc1ccc(OCc2ccc(-c3nc(C#N)c(NCc4cccnc4)o3)o2)cc1	?
Cc1ccc(NC(=O)[C@H](NC(=O)[C@@H]2Cc3ccccc3CN2)c2ccccc2)c(C)c1	-9%[76.3 µM]
COc1cc(NC(=O)c2cc(-c3cccs3)on2)c(OC)cc1Cl	8%[76.3 µM]
CCC1CCc2nc3sc(C(=O)Nc4ccc(C)cc4C)c(N)c3cc2C1 (stereo not drawn)	-15%[76.3 µM]
Nc1c(C(=O)Nc2ccc(C(F)(F)F)cc2)sc2nc(-c3cccs3)ccc12	14%[76.3 µM]
COc1ccccc1NC(=O)NCCCN1CCN(c2ccc(F)cc2)CC1	3%[76.3 µM]
O=C(COc1ccc2cc(-c3ccccc3)c(=O)oc2c1)NCC1CCC(C(=O)O)CC1 (stereo not drawn)	-5%[76.3 µM]
